Compound activity as filed in PubChem BioAssay.
Pf Dd2 growth: inhibitors of Plasmodium falciparum Dd2 growth. hit rate 4.3% among 120,000. P. falciparum Dd2 growth, SYBR Green, 72 h. Potency, µM (titrated, usually from 28.9 µM), inactives show at the highest dose activity, negative = inhibition, actives largely listed as inhibitors. AID 1347417; active = well fitted inhibition curve with a large enough effect; inconclusive = small, poorly fitted or top-dose-only effect; inactive = no such curve, though single readings can be large or run the other way;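 also: plate controls were DMSO vehicle for no effect and reference drug for full effect; nearly all actives have a fitted effect of over 65% in size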
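Readout: SYBR Green fluorescence, 485 nm excitation, 535 nm emission, after ~16 h lysis at 37C. Before that, Dd2-infected red cells (2.5% hematocrit) grew 72 h with compound, 29 uM top final concentration.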
Active calls of the source: *; i = inactive; ? = inconclusive; & = joins results of further samples; [ ] = remark or other dose. Potency is read from the fitted curve at half-maximal effect. This is a subset (hit frequency here may not be typical).

SMILES | Pf Dd2 growth
COc1ccc(NC(=O)CSc2n[nH]c(-c3ccccc3)n2)cc1Cl | 1%
O=C(c1c[nH]c2ncccc12)N1CCC(N2CCCC2)CC1 | -14%[44.1 µM]
CC(C)c1ccc(NC(=O)C2CCN(c3cc(C(F)(F)F)ncn3)CC2)cc1 | ?
CCc1ccccc1N(CC)C(=O)c1cc2c(s1)-c1ccccc1OC2 | ?
CN1[C@@H](CCC(=O)N2CCC(O)CC2)CNC(=O)[C@@H]2[C@H]1CCN2Cc1ccc(O)cc1 | 21%[44.1 µM]
O=C([C@@H]1C[C@H](F)CN1C(=O)NCc1ccc(OC(F)(F)F)cc1)N1CCCCC1 | 12%
CCOc1ccccc1C(=O)NC1CCN(c2cnn(C)c(=O)c2)CC1 | -5%
O=C(c1ccc2nc[nH]c2c1)N1CCC(CO)(CCCc2ccccc2)CC1 | 13%
CC(C)Cn1cncc1CN1CCC2(CC1)C(C(=O)O)CC(=O)N2C (stereo not drawn) | 19%
CN(C)Cc1ccc(-c2cc(-c3ccc(=O)[nH]c3)c3cncn3c2)cc1 | 3%[44.1 µM]
COCC1(CNC(=O)c2cccnc2)C[C@@H](O)[C@@H](O)C1 (stereo partly drawn) | -23%[44.1 µM]
CCC1=C(C(=O)OC)C(c2cccc(F)c2)N2C(CC(=O)N3CCC(C)CC3)=CSC2=N1 (stereo not drawn) | ?
COC[C@@H]1CN(c2cnccn2)C[C@H]1C(=O)NCc1ccc(C)c(C)c1 | -18%
COc1ccc2nc3n(c2c1)[C@@H](CNC1CCCCC1)COC3 | ?
COC(=O)c1ccc(Cl)cc1NC(=O)NC(C)c1c(-n2cccc2)sc(C)c1C (stereo not drawn) | ?
CCN1CCN(CCNC(=O)C23CCCC=C2N(C2CCCC2)C(=O)CC3)CC1 (stereo not drawn) | i
O=S(=O)(NC[C@H]1C[C@@H]2CCN1C[C@@H]2CN1CCCC1)c1ccc(Cl)cc1 | i
CCOc1ccc(NC(=O)c2c(NCc3ccc(C)o3)sc3c2CCC(C)C3)cc1 (stereo not drawn) | 11µM*
O=C(c1ccccc1)N1CCC2(CC1)CCN(Cc1cccs1)c1ccccc1O2 | ?
CCc1nc2c(c(-c3ccc(OC)cc3)n1)CCN(C(=O)c1ccc3c(c1)OCO3)CC2 | -15%
O=C(c1cc(-c2ccccc2)n[nH]1)N1CCCC(Cc2noc(-c3cccnc3)n2)C1 (stereo not drawn) | -9%
CCCCc1ccc(NC(=O)Cn2c(C)cc3nc4n(c(=O)c32)CCCCC4)cc1 | -9%
COc1ccc(N2CCN(C(=O)c3ccc4c(=O)n(CCc5ccc(OC)c(OC)c5)c(=O)[nH]c4c3)CC2)cc1 | ?
Cc1ccc(Nc2c(-c3ccc(C)o3)nc3cccc(C)n23)cc1 | ?
COc1ccc(CN(Cc2ccco2)C(=O)COc2ccc(Cl)cc2C)cc1 | 23%
The list goes on:
SMILES | Pf Dd2 growth
O=C(NC1CCCN(c2cc(-c3ccc(F)cc3)[nH]n2)C1)c1ccc2ncccc2c1 (stereo not drawn) | ?
Cc1ccccc1C(=O)NCCc1csc(-c2ccc(C(F)(F)F)cc2)n1 | -1%
Cc1ccc(S(=O)(=O)NCCc2nnc3ccc(SCc4cccc(F)c4)nn23)cc1 | ?
COCCCNC(=O)c1ccc(NC(=O)c2nsc3ccccc23)cc1 | ?
Cc1ccc(-c2nc3ccccn3c2Nc2ccc3c(c2)OCO3)cc1 | 41%[activator][0.594 µM]
CCCc1nnc(NC(=O)c2nc(SCC)ncc2Cl)s1 | i
COc1ccccc1Nc1ncc2c(n1)CN([S+](=O)([O-])c1ccccc1)CCN2 | 9%[44.1 µM]
COc1cccc(-c2noc(CC3CCN(C(=O)c4cc(Cl)ccc4F)CC3)n2)c1 | ?
COCCN1C(=O)N(Cc2cccc3ccccc23)C(=O)C12CCN(Cc1cn(C)nc1C)CC2 | ?
CCNC(=O)N1CCC(c2noc(-c3cccnc3)n2)C1 (stereo not drawn) | 69%[activator][5.79 µM]
Cc1ccsc1CN1CCc2[nH]nc(C(=O)N3CCOCC3)c2C1 | -21%
CC1(C(=O)O)CCN(S(=O)(=O)c2ccccc2)CC1 | -24%[44.1 µM]
C=CCNC(=O)c1ccc(CN2C(=O)NC3(CCS(=O)(=O)CC3)C2=O)cc1 | -14%
O=C(Nc1cccc(OC(F)(F)F)c1)c1cc(-c2ccc[nH]2)n[nH]1 | -24%
CCOc1ccc(CNC(=O)Cn2ncc3c(=O)oc4ccc(C)cc4c32)cc1 | 10%
Cc1ccc(CN2CCCCCCNC(=O)[C@@H]3C[C@@H](C(=O)NCCc4c[nH]c5ccccc45)C[C@@H]32)o1 | ?
COCC(=O)N(C1CCOCC1)C1CCN(C(=O)c2ccc(OC)nc2)CC1 | -16%
Fc1ccc(CN2Cc3[nH]cnc3C[C@H]2c2nc(-c3ccc(F)c(Cl)c3)no2)cc1 | 11µM*
COc1ccc(Nc2n[nH]c(C(O)c3cccc(C(F)(F)F)c3)n2)cc1OC (stereo not drawn) | -6%[44.1 µM]
Cc1ncccc1C(=O)N1C[C@H]2OC(=O)N(CCc3cccc(Cl)c3)[C@H]2C1 | -5%
CN(C)c1nc2c(c(=O)[nH]1)CCN(Cc1ccc(OC(F)(F)F)cc1)CC2 | 9%[5.79 µM]
O=C(Cc1cn2ccsc2n1)NC1CCOC2(CCOCC2)C1 (stereo not drawn) | -1%
Cc1cccc(Nc2nc(-c3ccccc3)nc3ccccc23)c1 | -20%
CN(C)c1ccc(-c2nc3ccccn3c2Nc2ccc3c(c2)OCCO3)cc1 | 10µM*
Cc1cnc(C(=O)N2CCOc3ccc(CCC(N)=O)cc3C2)cn1 | 0%
(further entries)
SMILES | Pf Dd2 growth
CCc1ccc(CNC(=O)C2CCN(c3nn4cc(-c5ccc(F)cc5)nc4s3)CC2)cc1 | 29%
CCOC(=O)c1ccc(NC(=O)CC2C(=O)OCCN2CC)cc1 (stereo not drawn) | 39%[activator]
CC(=O)Nc1ccc(S(=O)(=O)NCC2CCC(C(=O)NCCCOC(C)C)CC2)cc1 (stereo not drawn) | -11%
COC(=O)c1cc(Cl)c(NC(=O)/C=C/c2ccc(Cl)cc2Cl)cc1OC | 28%
CN(C)Cc1ccc(C2CCCN2Cc2cccc3nonc23)cc1 (stereo not drawn) | ?
Cn1cccc1C(=O)N1CCCC(C(=O)NCc2ccccc2)CCNC(=O)CC1 (stereo not drawn) | 14%
COc1ccc(NC(=O)c2oc3ccc(S(=O)(=O)N4CCOCC4)cc3c2C)c(OC)c1 | i
CC(=O)c1cccc(N2C(=O)CN(S(C)(=O)=O)CC2(C)C(=O)NC2CCCC2)c1 (stereo not drawn) | 80%[activator]
Cc1ccc(S(=O)(=O)N2CCCC(Cn3c(C4CC4)nc4cccnc43)C2)cc1C (stereo not drawn) | ?
O=C(c1ccccc1Cl)N1CCC2(CC1)Cc1ccccc1NC2=O | -24%
Cc1ccc(F)c(Nc2ncncc2-c2nc(-c3ccccc3)no2)c1 | i
CC(=O)c1cccc(NC(=O)c2cnn(-c3cccc(C)c3)c2-n2cccc2)c1 | 9%
N#CC1CCN(C(=O)C2CCCN(c3nc4ncccc4o3)C2)CC1 (stereo not drawn) | i
CN(C)c1ccc(C(=O)NC[C@H]2C[C@@H]3CCN2C[C@@H]3CN2CCN(c3ccccn3)CC2)cc1 | 1%
Cc1ccc(CCNC(=O)c2cc(-c3ccccc3)n[nH]2)cc1 | ?
CCn1cc(S(=O)(=O)N2C[C@@H](Oc3cccnc3)C[C@H]2C(=O)NC)cn1 | 10%
CCn1cc(-c2ccc(C)cc2)cc1C(=O)N1CCCN(C)CC1 | ?
O=C(NC1CCN(c2cc(-c3cccs3)[nH]n2)C1)c1cccc(Br)c1 (stereo not drawn) | i
CSCCNC(=O)c1cc(Br)cn2ccnc12 | -19%&-20%[44.1 µM]
COc1ccc(Cl)cc1NC(=O)CSc1cn(CC(=O)N2CCCCC2)c2ccccc12 | -20%
Cc1cccc(C(C)C)c1NC(=O)c1ccc2c(c1)CCN2S(C)(=O)=O | -11%
CCOc1ccc(C(=O)Nc2cccc(-c3nnc4n3CCCC4)c2)cc1 | 1.6µM*
COc1ccc(C(=O)NC[C@@H]2C=C(C)[C@H](Cc3nnc(-c4ccncc4)o3)C[C@H]2C(C)C)cc1 | 3.5µM*
O=C(NC[C@H]1O[C@@H](CO)[C@@H](O)[C@H]1N1CCN(c2ccccn2)CC1)Nc1ccc(F)cc1F | 20%
CSc1ncc(CN2CCOC(Cc3cccc(C(F)(F)F)c3)C2)cn1 (stereo not drawn) | -11%

An excerpt of these results, tab-delimited:
Compound	Pf Dd2 growth
COc1ccc(C(=O)NC[C@@H]2C=C(C)[C@H](Cc3nnc(-c4ccncc4)o3)C[C@H]2C(C)C)cc1	3.5µM*
CCOC(=O)c1ccc(NC(=O)CC2C(=O)OCCN2CC)cc1 (stereo not drawn)	39%[activator]
COc1ccc(Cl)cc1NC(=O)CSc1cn(CC(=O)N2CCCCC2)c2ccccc12	-20%

Additional compounds follow.
SMILES | Pf Dd2 growth
CCOC(=O)c1cc(-c2ccc(F)cc2)n(CCC(=O)Nc2nc3cc(C)c(C)cc3s2)c1C | i
CSc1cccc(Nc2cc(C(=O)NCCCN(C)c3ccccc3)c3ccccc3n2)c1 | -18%
O=C1CCN(S(=O)(=O)c2ccccc2)CCCC(C(=O)NCCN2CCOCC2)CCN1 (stereo not drawn) | -2%
COC[C@@H]1CN(S(=O)(=O)c2ccccc2F)C[C@H]1c1nc(C)no1 | 34%[activator]
Cc1ccc2ncc(C(=O)c3ccc(C)c(C)c3)c(S(=O)(=O)c3ccccc3)c2c1 | ?
CCCCCSc1nc2sc3c(c2c(=O)n1-c1ccccc1)CCN(C(C)=O)C3 | ?
Cn1ccnc1C(O)c1cc2n(n1)CCN(c1ncnc3nc[nH]c13)C2 (stereo not drawn) | -13%
COCC(=O)N[C@H]1C[C@@H](CO)N(Cc2cn[nH]c2-c2ccccc2)C1 | ?
CN1CCC(Oc2ccc(NC(=O)c3ccncc3)cn2)C1 (stereo not drawn) | 2%
c1ccc2c(c1)CCC(N1CCN(Cc3cc4n(n3)CCCNC4)CC1)C2 (stereo not drawn) | i
Cc1cccc(NC(=O)Cn2cnc(S(=O)(=O)N3CCCC3)c2)c1C | ?
COc1cccc(-c2nn(C)c3sc(C(=O)NCCc4ccc(Cl)cc4)cc23)c1 | 33%[activator]
CCOC(=O)c1c(C)sc(-c2c(-c3cc(C)ccc3C)[nH]c3c2c(=O)n(C)c(=O)n3C)c1O | 10µM*
Cc1nn2c(c1-c1ccccc1Oc1ccccc1)N(Cc1ccccc1O)CCC2 | 0.56µM*
CC(C)(C)C(Cn1ccnc1)NC(=O)c1cc(COc2ccc3c(c2)CCCC3)on1 (stereo not drawn) | 8.9µM*
Cn1cc(-c2ccccc2F)c2nc(COc3ccccc3)cn2c1=O | i
CCCCn1nc(NC(=O)c2cccc(Cl)c2)c2cc3cccc(C)c3nc21 | ?
O=C(CCc1nc2ccccc2s1)N[C@H](c1ccccn1)C1CC(O)C1 (stereo partly drawn) | 0%
COc1cc(C(=O)NCC(c2ccco2)S(=O)(=O)c2ccccc2)cc(OC)c1OC (stereo not drawn) | -5%
Cc1ccc(C(=O)Nc2ccccc2C(=O)O)cc1S(=O)(=O)N1CCCCCC1 | ?
Cc1cc(C)n(CCC(=O)N2CC(F)(F)C[C@H]2c2nc(C)no2)n1 | -5%
O=C(CC(c1cccc(O)c1)c1ccccc1Cl)NCc1cccnc1 (stereo not drawn) | -4%
CCc1ccc(CNC(=O)c2cnc3sc(N(CC)CC)nn3c2=O)cc1 | 2%
O=C(c1ccc(Cl)cc1)N1CCC(n2cc(-c3cccc(F)c3)[nH]c2=O)CC1 | ?
COc1ccc(-c2noc(-c3ccc(N4CCCC4)c([N+](=O)[O-])c3)n2)cc1OC | 5%
(continued)
SMILES | Pf Dd2 growth
CCOc1ccc(OC(=O)c2sc3ncn(Cc4cccc(F)c4)c(=O)c3c2C)cc1 | 16%
CCOc1ccccc1-c1noc(-c2nnn3c2COC(c2ccc(Cl)cc2)C3)n1 (stereo not drawn) | -9%
CC(=O)c1cc(CN2CCn3nc(C(O)c4ccnn4C)cc3C2)cs1 (stereo not drawn) | 15%
COCCN1C(=O)CSC12CCN(C(=O)Nc1ccccc1C)CC2 | -6%
Cc1cc(C)c(NC(=O)Cn2c(=O)n(Cc3ccccc3)c(=O)c3c(C)c(C(=O)N(C)C)sc32)c(C)c1 | -27%
O=C1NC(=NC2CCCC2)C2(CCN(Cc3ccc(F)cc3)C2)N1c1cccnc1 (stereo not drawn) | ?
CN(C)C[C@@H]1CN(Cc2ccncc2)C[C@H]1NC(=O)Cc1ccsc1 | 8%
CSc1ccc(-c2ccc3c(c2)C(=O)N2CCN(C(=O)C4CCCCC4)C[C@@H]2C(=O)N3)cc1 | 8.9µM*
O=C(CCc1cn(Cc2ccccc2Cl)c2ccccc12)NC1CCCCC1 | ?
COc1ccc(NC2CCCN(C(=O)c3cn(CCCN)nn3)C2)cc1 (stereo not drawn) | 0%

Part of the list above in order of molar mass, highest first:
SMILES | Pf Dd2 growth
Cc1cc(C)c(NC(=O)Cn2c(=O)n(Cc3ccccc3)c(=O)c3c(C)c(C(=O)N(C)C)sc32)c(C)c1 | -27%
CCOc1ccc(OC(=O)c2sc3ncn(Cc4cccc(F)c4)c(=O)c3c2C)cc1 | 16%
O=C(CCc1cn(Cc2ccccc2Cl)c2ccccc12)NC1CCCCC1 | ?
CC(=O)c1cc(CN2CCn3nc(C(O)c4ccnn4C)cc3C2)cs1 (stereo not drawn) | 15%
COCCN1C(=O)CSC12CCN(C(=O)Nc1ccccc1C)CC2 | -6%
CN(C)C[C@@H]1CN(Cc2ccncc2)C[C@H]1NC(=O)Cc1ccsc1 | 8%
